# esBAF inh: SWI/SNF esBAF complex inhibition; mouse ES cells, Bmi1-luciferase knock-in reporter, 24 h; 100% = twice the neutral-well signal; reporter increase, % at 12.5 µM; actives 2% (n = 350,000); AID 602393; in the data active = activation above about 40%;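 also: 0% = median of the plate's neutral control wells and 100% = double that signal; a rise in the Bmi1 reporter signal indicates esBAF inhibition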
# miR122 inh: blocks miR-122 activity in Huh7 sensor cells | actives 0.3% (n = 340,000) | Huh7 miR-122 Renilla luciferase sensor, 48 h; neutral wells = 0, positive control = 100 | activation (reporter increase), % at 12.5 µM;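 active = mean replicate activation score at least 90 and every replicate individually at or above 90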;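 also: higher luciferase means less miR-122 activity so hits act as miR-122 inhibitors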
# Cneo AK release: causes C. neoformans cell lysis | adenylate kinase release luminescence, 4 h; normalised: neutral wells 0, clomiphene wells 100 | lysis activity, % at 15 µM | actives 0.2% (n = 360,000) | AID 651654;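 active = mean lysis activity across replicates of at least 80%, whatever share of replicates individually reach that level; inactive = mean lysis activity below 80%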
#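 Schedule: static 4 h at 37 °C with compound, 1 h detection; system: C. neoformans cells; benchmarks: Clomiphene as positive control; buffer or medium: fresh YPD medium; measure: luminescence rise reflecting yeast cell lysis; measured by: luminescent adenylate kinase detection reagent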
# C2C12 statin: suppressors of simvastatin-induced myotoxicity in C2C12 myotubes | ATP luminescence, 48 h; scaled: DMSO 0, geranylgeraniol control 100 | rescue of ATP level, % at 7.49 µM | actives 0.78% (n = 330,000) | AID 602340;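 active = mean ATP rescue above about 67%, or every replicate alone reaching that limit, limit read from the data, passing the limit was not always enough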;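 also: myotubes were challenged with 10 µM simvastatin during compound exposure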
# ARNT TACC3 PPI: disruptors of human ARNT/TACC3 interaction; inhibition, % at 9.99 µM; AlphaScreen His-ARNT PAS-B/GST-TACC3 binding, luminescence; TACC3 fragment carries E629A point mutation; AID 623870; actives 0.66% (n = 390,000);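 active = mean inhibition of replicates at least 50% and at least half of replicates each reaching 50%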;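 also: 0% = complete ARNT plus TACC3 wells and 100% = ARNT alone without TACC3; many hits fall short of the cut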
# ERp5 inh: blocks human ERp5 reductase activity on insulin. actives 0.05% (n = 350,000). Q15084. inhibition, % at 9.99 µM. ERp5 insulin aggregation, absorbance 650 nm, 90 min;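 active = mean replicate inhibition above about 25%, with every replicate also reaching it, limit read from the data, passing the limit was not always enough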
# Target sequence (Q15084 whole entry, looked up): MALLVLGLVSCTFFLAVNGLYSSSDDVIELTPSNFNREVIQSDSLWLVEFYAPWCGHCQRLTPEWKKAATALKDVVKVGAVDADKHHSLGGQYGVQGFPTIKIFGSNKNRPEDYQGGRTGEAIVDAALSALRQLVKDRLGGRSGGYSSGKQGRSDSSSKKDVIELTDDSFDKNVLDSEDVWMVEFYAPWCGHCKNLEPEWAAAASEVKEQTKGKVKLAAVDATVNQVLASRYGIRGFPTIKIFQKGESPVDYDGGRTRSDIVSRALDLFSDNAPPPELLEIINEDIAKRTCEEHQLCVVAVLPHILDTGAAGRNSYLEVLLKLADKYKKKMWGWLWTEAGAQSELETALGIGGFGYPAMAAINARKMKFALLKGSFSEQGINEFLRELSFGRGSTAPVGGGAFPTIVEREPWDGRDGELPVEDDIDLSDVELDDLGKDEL
# SIRT5 block: sirtuin-5 (human) deacylase inhibition | Q9NXA8 | Purified SirT5, succinyl-peptide AMC, trypsin-coupled fluorescence | inhibition, % at 15 µM | actives 1.1% (n = 330,000) | AID 652115; in the data active = inhibition above about 15%
# Target sequence (Q9NXA8 whole entry, looked up): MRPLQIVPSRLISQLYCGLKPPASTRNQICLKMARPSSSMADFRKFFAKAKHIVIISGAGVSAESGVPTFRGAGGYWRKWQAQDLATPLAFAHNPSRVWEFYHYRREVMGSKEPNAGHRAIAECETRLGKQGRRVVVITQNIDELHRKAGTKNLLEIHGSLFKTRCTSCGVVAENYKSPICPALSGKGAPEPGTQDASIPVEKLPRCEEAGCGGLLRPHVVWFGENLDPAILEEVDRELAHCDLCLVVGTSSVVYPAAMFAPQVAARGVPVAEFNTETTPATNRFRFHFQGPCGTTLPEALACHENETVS
# Numbers without * were called inactive; · = no result given; [ ] = another dose, or the depositor's remark.
SMILES,esBAF inh,miR122 inh,Cneo AK release,C2C12 statin,ARNT TACC3 PPI,ERp5 inh,SIRT5 block
NC(=O)COc1c(-c2ccco2)oc2ccccc2c1=O,·,·,·,·,3,1,-1
C[C@H]1CCCCO[C@@H](CN(C)C(=O)NC2CCCCC2)[C@@H](C)CN([C@@H](C)CO)C(=O)c2cc(NS(C)(=O)=O)ccc2O1,0,-6[16.7 µM],3,-2,-9,·,·
CCNc1nc(Cl)nc(NCCOc2ccc(C)cc2)n1,·,0,4,·,4,·,·
O=C(CC1SC(=O)NC1=O)Nc1ccc(Cl)cc1 (configuration not stated),4,·,-3,·,-2,1,-2
Cc1cccc(-c2noc(-c3csc([C@@H]4C[C@H](O)[C@@H](CO)O4)n3)n2)c1,-13,6,-6,6,·,-2,·
CC(C)CC#Cc1ccc2c(c1)O[C@H](CN(C)C(=O)c1ccccc1)[C@@H](C)CN([C@H](C)CO)S2(=O)=O,2,48[16.7 µM],-3,·,4,14,9
CC(=O)CSc1ccc(-c2nc3cc(C)c(C)cc3[nH]2)cn1,·,·,·,·,4,3,-2
O=C(N/N=C/c1ccc([N+](=O)[O-])o1)c1ccccc1NS(=O)(=O)c1cccs1,-7,2,-2,3,14,0,2
CCN(C[C@H]1N[C@H](CO)[C@@H]1c1ccccc1)C(=O)c1ccncc1,2,17[16.7 µM],45,4,-6,-4,1
Cn1cnc(S(=O)(=O)N[C@@H]2CC[C@@H](CC(=O)Nc3ccccc3)O[C@@H]2CO)c1,-1,·,-1,-1,4,-4,-4
CC(=O)N1c2ccc(S(=O)(=O)N3CCC(C(=O)Nc4ccc(F)cc4)CC3)cc2CC1C (configuration not stated),11,-6,4,-2,8,0,4
Cc1ccc(C)c(NC(=O)c2nnn(Cc3ccccc3)c2N)c1,2,56,3,0,-3,·,·
O=c1c(Cl)c(NCc2ccccc2Cl)cnn1C12CC3CC(CC(C3)C1)C2,·,·,·,·,1,-5,6
C[C@@H]1CCCCO[C@H](CN(C)S(=O)(=O)c2ccccc2)[C@H](C)CN([C@H](C)CO)C(=O)c2cc(NC(=O)Nc3ccccc3)ccc2O1,6,-4[16.7 µM],41,·,-4,1,-1
O=C(NCc1nc2ccccc2[nH]1)C1=C[C@H](c2ccc(C(F)(F)F)cc2)C[C@H](OCCCCO)O1,-4,-3,-2,1,1,1,-1
Cc1ccc(NC(=O)c2cc(-c3cccs3)on2)cc1C,52*,0,0,-1,0,-1,·
Cc1ccc2c(c1)C(c1ccccc1)N(C(=O)c1ccc3c(c1)OCO3)CC(=O)N2 (configuration not stated),-5,22,0,63,0,0,1
O=C(CCCn1c(=O)oc2ccccc21)NNC(=O)COc1ccc(F)cc1,-2,·,2,2,-5,1,-2
O=C(NCC1CCCO1)C1CCN(C2CCN(Cc3ccco3)CC2)CC1 (configuration not stated),-3,-1,-10,8,·,1,0
COc1ccc([C@@H]2[C@@H]3C(=O)N(C(C)(C)C)C(=O)[C@@H]3[C@]3(CC(C)C)C(=O)N(c4cccc(F)c4)C(=O)N23)cc1,9,·,2,2,-4,0,0
C[C@@H]1CN([C@@H](C)CO)C(=O)c2cc(Br)cnc2O[C@@H]1CN(C)Cc1ccc(C(=O)O)cc1,-2,·,2,0,-9,15,-4
COc1ccc(C(C)=O)cc1COC(=O)c1ccc(S(=O)(=O)N(C)C)cc1,-7,0,·,-4,-8,-1,-1
CCCNC(=O)[C@@H]1[C@@H](CO)[C@@H]2Cn3c(cccc3=O)[C@@H]2N1C(=O)CC1CC1,-1,1[16.7 µM],0,-5,0,-11,-3
COc1ccc(C(CNC(=O)Cc2ccc3ccccc3c2)N(C)C)cc1 (configuration not stated),1,0,-4,-4,0,-1,0
Clc1ccc(/C=C\c2nccc3c2[nH]c2ccccc23)cc1,·,·,·,·,-15,9,-6
CO[C@@H]1CN(C)C(=O)c2cc(NC(C)=O)ccc2OC[C@H](C)N(Cc2cccnc2)C[C@H]1C,0,6[16.7 µM],-1,-4,-1,·,·
Cc1cc(=O)[nH]c(SCC(=O)Nc2nc3c(s2)CCCC3)n1,7,-1,0,20,-1,·,·
COc1ccc(CCNC(=O)C2CC(=O)N(c3ccccc3)C2)cc1OC (configuration not stated),-1,-10,-2,7,0,·,·
CCOc1cc(C(=O)OCC(=O)Nc2ccc(F)cc2Cl)ccc1OCC(=O)N1CCOCC1,-4,1,0,-8,-6,-2,8
C[C@@H]1CCCCO[C@H](CN(C)CC2CC2)[C@H](C)CN([C@@H](C)CO)C(=O)c2cc(NC(=O)Nc3cccc4ccccc34)ccc2O1,-1,2[16.7 µM],-1,·,0,·,·
CS(=O)(=O)N(CCC#N)Cc1ccco1,·,3,·,·,·,-5,16*
COc1ccc(C(=O)Nc2ccc(Cl)cc2C(=O)NCCO)cc1,4,6,-1,22,6,·,·
CC(Sc1nnc(Cc2cccs2)n1C1CCCCC1)C(N)=O (configuration not stated),-15,5,1,9,0,·,·
O=C(c1ccco1)N1CCN(C(=O)c2ccc(CS(=O)c3ccc(F)cc3)o2)CC1 (configuration not stated),2,-1,4,-1,3,-3,-3
COc1ccc2c(c1)C(=O)C(=O)N2CCS(=O)(=O)c1ccccc1,0,0,·,1,-2,·,-4
CC(C)Oc1cccc(C(=O)Nc2ccc(N3CCN(C)CC3)cc2)c1,11,11,1,-4,-3,2,8

# At a glance, part of the list above.
SMILES,esBAF inh,miR122 inh,Cneo AK release,C2C12 statin,ARNT TACC3 PPI,ERp5 inh,SIRT5 block
CCCNC(=O)[C@@H]1[C@@H](CO)[C@@H]2Cn3c(cccc3=O)[C@@H]2N1C(=O)CC1CC1,-1,1[16.7 µM],0,-5,0,-11,-3
COc1ccc(C(CNC(=O)Cc2ccc3ccccc3c2)N(C)C)cc1 (configuration not stated),1,0,-4,-4,0,-1,0
Clc1ccc(/C=C\c2nccc3c2[nH]c2ccccc23)cc1,·,·,·,·,-15,9,-6
CO[C@@H]1CN(C)C(=O)c2cc(NC(C)=O)ccc2OC[C@H](C)N(Cc2cccnc2)C[C@H]1C,0,6[16.7 µM],-1,-4,-1,·,·
Cc1cc(=O)[nH]c(SCC(=O)Nc2nc3c(s2)CCCC3)n1,7,-1,0,20,-1,·,·
COc1ccc(CCNC(=O)C2CC(=O)N(c3ccccc3)C2)cc1OC (configuration not stated),-1,-10,-2,7,0,·,·
CCOc1cc(C(=O)OCC(=O)Nc2ccc(F)cc2Cl)ccc1OCC(=O)N1CCOCC1,-4,1,0,-8,-6,-2,8
C[C@@H]1CCCCO[C@H](CN(C)CC2CC2)[C@H](C)CN([C@@H](C)CO)C(=O)c2cc(NC(=O)Nc3cccc4ccccc34)ccc2O1,-1,2[16.7 µM],-1,·,0,·,·
CS(=O)(=O)N(CCC#N)Cc1ccco1,·,3,·,·,·,-5,16*
COc1ccc(C(=O)Nc2ccc(Cl)cc2C(=O)NCCO)cc1,4,6,-1,22,6,·,·
CC(Sc1nnc(Cc2cccs2)n1C1CCCCC1)C(N)=O (configuration not stated),-15,5,1,9,0,·,·
O=C(c1ccco1)N1CCN(C(=O)c2ccc(CS(=O)c3ccc(F)cc3)o2)CC1 (configuration not stated),2,-1,4,-1,3,-3,-3
COc1ccc2c(c1)C(=O)C(=O)N2CCS(=O)(=O)c1ccccc1,0,0,·,1,-2,·,-4

# More structures follow:
SMILES,esBAF inh,miR122 inh,Cneo AK release,C2C12 statin,ARNT TACC3 PPI,ERp5 inh,SIRT5 block
O=C(COc1ccccc1)N(CCc1ccccc1)c1nc(-c2ccc(F)cc2)cs1,-7,-9,0,-3,-3,·,·
COCCNC(=S)N1C2CCC1CC(NC(=O)NC13CC4CC(CC(C4)C1)C3)C2 (configuration not stated),4,-10,0,-3,-1,·,·
NC(=O)CNCCC(c1ccccc1)c1ccccc1,-4,-13,-1,3,-1,0,-1
COC(=O)c1ccc(CSc2ccc3nnc(-c4ccccc4)n3n2)o1,-8,-6,1,-4,17,·,·
CCn1c(CCNC(=O)c2cccs2)nnc1SCC(=O)Nc1nc(-c2ccccc2)cs1,44*,-7,1,-2,-2,·,·
Nc1nc(-c2cccc(Br)c2)cs1,39,0,-2,18,5,·,·
O=C(CN1CCOCC1)NCCNC(=O)CN1CCOCC1,-2,13,-1,7,-1,·,·
Cc1cc(Br)c(NC(=O)COC(=O)C2CC2C)c(Br)c1 (configuration not stated),·,3,-3,·,-3,·,·
C/C(=N/NC(=O)c1ccncc1)c1cc2ccc(O)cc2oc1=O,·,·,·,·,57*,1,-24
Cc1cc(-c2nc(-c3ccc(C(C)(C)C)cc3)no2)no1,62*,·,-2,-14,-7,5,-3
CCS(=O)(=O)Nc1cccc(C2=NN(S(=O)(=O)c3ccc(C)cc3)C(c3cccs3)C2)c1 (configuration not stated),·,26,0,·,5,·,·
Cc1ccc(S(=O)(=O)N[C@@H]2CC[C@H](CCn3cc(C(C)C)nn3)O[C@H]2CO)cc1,0,·,1,3,-4,3,1

# Complete entries from above. Values in the order: esBAF inh | miR122 inh | Cneo AK release | C2C12 statin | ARNT TACC3 PPI | ERp5 inh | SIRT5 block
# O=c1c(Cl)c(NCc2ccccc2Cl)cnn1C12CC3CC(CC(C3)C1)C2 in the list: · | · | · | · | 1 | -5 | 6
# Cc1cc(-c2nc(-c3ccc(C(C)(C)C)cc3)no2)no1 in the list: 62* | · | -2 | -14 | -7 | 5 | -3

# (continued)
SMILES,esBAF inh,miR122 inh,Cneo AK release,C2C12 statin,ARNT TACC3 PPI,ERp5 inh,SIRT5 block
Cc1ccc(NC(=O)C2(C)CCN2C(=O)Cc2ccc(-c3ccccc3)cc2)cc1 (configuration not stated),7,16,11,2,·,-1,0
Cc1nn(Cc2ccccc2)c(C)c1NC(=O)c1cc(-c2cccs2)on1,1,-5,0,-8,15,·,·
Cc1cc(C)n(C(=O)/C(C#N)=C/N(C)C)n1,0,-2,-5,4,·,-4,-3
O=C(O)c1cc([N+](=O)[O-])c(N2CCCC2)c([N+](=O)[O-])c1,1,-24,2,9,-1,·,·
CCOc1nc(-c2ccccc2)ccc1-c1noc(-c2cccnc2)n1,0,9,0,-34,-6,-6,-3
CCCN(C(=O)c1ccco1)c1nnc(-c2ccccc2C)s1,28,7,·,4,3,0,0
CCOc1ccccc1N1CN(C2CCCCC2)CNC1=S,·,-3,0,·,·,-2,-1
O=C(COC(=O)Cc1n[nH]c(=O)c2ccccc12)Nc1ccc(Cl)cc1F,-10,-2,·,2,·,-5,3
C[C@@H]1CN([C@@H](C)CO)C(=O)c2cc(-c3cccnc3)cnc2O[C@@H]1CN(C)C(=O)C1CC1,4,-5[16.7 µM],1,·,-5,9,-2
CCC1CCCCN1C(=O)CN1C(=O)c2ccccc2S1(=O)=O (configuration not stated),5,·,2,-4,16,2,-8
CN1CCN(C(=O)c2cc3c(ccc4ccccc43)oc2=O)CC1,-4,-2,-1,·,·,5,-16

# High-throughput results as filed in PubChem BioAssay.
